High-throughput results: PubChem BioAssay, National Center for Advancing Translational Sciences (NCATS)
Tau fibril FP = qHTS for Inhibitors of Tau Fibril Formation, Fluorescence Polarization. Microtubule-associated protein tau (Homo sapiens), P10636. K18 P301L tau heparin fibrillization, Alexa594 FP, 6 h. Potency, µM (highest dose often 57.7 µM), for the others: top-dose activity, negative = inhibition, hits mostly inhibitors. 280,000 compounds, 0.39% hits; further: nearly all actives have a fitted effect of over 55% in size
Target sequence (P10636 561-689 P618L limits assumed): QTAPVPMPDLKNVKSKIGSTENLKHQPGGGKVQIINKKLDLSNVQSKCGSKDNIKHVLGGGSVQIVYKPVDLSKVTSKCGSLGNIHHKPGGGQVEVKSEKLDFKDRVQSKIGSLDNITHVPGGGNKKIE
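Quantitative HTS format: compounds meet 15 uM recombinant K18 P301L tau and Alexa 594-tau tracer in 100 mM sodium acetate pH 7; 20 uM heparin triggers fibrillization at 37 C over 6 hr; FP gives the signal.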
TR SRC2 fluor cs = Total Fluorescence Counterscreen for Inhibitors of the Interaction of Thyroid Hormone Receptor and Steroid Receptor Coregulator 2. AID 1479, 2009. 280,000 compounds, 0.29% hits. Potency, µM (top dose mostly 106 µM), for inactives: at the top dose fluorescence change, negative = quenching. TRb/SRC2 Texas Red total fluorescence interference; active means well fitted curve in either direction with a large enough effect; inconclusive means small, poorly fitted or top-dose-only effect
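Human TRb ligand-binding domain at 0.6 uM with 20 nM Texas Red SRC2 peptide in Tris buffer containing 1 uM T3 and 5% DMSO, incubated with compound 5 h at ambient temperature. Total fluorescence (555/632 nm) calculated as parallel + 2 × perpendicular.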
KDM4E inh = qHTS Assay for Inhibitors of Human Jumonji Domain Containing 2E (JMJD2E); Lysine-specific demethylase 4E (Homo sapiens), B2RXH2; JMJD2E catalytic domain, FDH-coupled NADH fluorescence (FDH is formaldehyde dehydrogenase); Potency, µM (top dose mostly 57.1 µM), without a hit: top-dose activity change, negative = inhibition, most hits filed as inhibitors; 230,000 compounds, 1.6% hits; active means well fitted inhibition curve with a large enough effect, not every such curve was filed as active; inconclusive means small, poorly fitted or top-dose-only effect, or another doubt; inactive means no such curve, though single readings can be large or run the other way;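 further: 0% = wells with enzyme and -100% = buffer wells without enzyme; nearly all actives have a fitted effect of over 50% in size; many of its hits are not listed in these tables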
Tau ThT inhib = qHTS for Inhibitors of Tau Fibril Formation, Thioflavin T Binding; Microtubule-associated protein tau (Homo sapiens), P10636; recombinant tau K18 P301L, heparin-induced fibrillization, ThT fluorescence; Potency, µM (highest dose often 57.4 µM), for the others: at the highest dose activity, negative = inhibition, actives largely listed as inhibitors; 270,000 compounds, 2.1% hits; AID 1460, 2008; further: nearly all actives have a fitted effect of over 55% in size
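ThT emission at 510 nm, taken 1 hr after adding 30 uM dye, quantifies aggregates formed when 20 uM heparin acts on human tau K18 P301L for 6 hr at 37 C.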
GoLoco inh red = qHTS Assay for Inhibitors of RGS12 GoLoco Motif Activity (Red Fluorophore). Gai1:RGS12 GoLoco peptide FP, rhodamine, 10 min. 230,000 compounds, 0.44% hits. Potency, µM (series often up to 61.6 µM), for inactives: at the top dose activity, negative = inhibition, usual class: inhibitors; active means well fitted inhibition curve with a large enough effect, not every such curve was filed as active; inactive means no such curve, though single readings can be large or run the other way; further: nearly all actives have a fitted effect of over 30% in size; many of its hits are not listed in these tables
RECQ1 inh = qHTS Assay for Inhibitors of RecQ-Like Dna Helicase 1 (RECQ1); Potency, µM (highest dose often 57.3 µM), for inactives: at the highest dose activity, negative = inhibition, usual class: inhibitors; ATP-dependent DNA helicase Q1 (Homo sapiens), P46063; 240,000 compounds, 0.54% hits; AID 2549, 2010; RECQ1 DNA unwinding, red fluorescence kinetic read;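 further: plate controls were vehicle for no effect and no enzyme for full effect; nearly all actives have a fitted effect of over 30% in size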
Target sequence (P46063 whole entry, looked up): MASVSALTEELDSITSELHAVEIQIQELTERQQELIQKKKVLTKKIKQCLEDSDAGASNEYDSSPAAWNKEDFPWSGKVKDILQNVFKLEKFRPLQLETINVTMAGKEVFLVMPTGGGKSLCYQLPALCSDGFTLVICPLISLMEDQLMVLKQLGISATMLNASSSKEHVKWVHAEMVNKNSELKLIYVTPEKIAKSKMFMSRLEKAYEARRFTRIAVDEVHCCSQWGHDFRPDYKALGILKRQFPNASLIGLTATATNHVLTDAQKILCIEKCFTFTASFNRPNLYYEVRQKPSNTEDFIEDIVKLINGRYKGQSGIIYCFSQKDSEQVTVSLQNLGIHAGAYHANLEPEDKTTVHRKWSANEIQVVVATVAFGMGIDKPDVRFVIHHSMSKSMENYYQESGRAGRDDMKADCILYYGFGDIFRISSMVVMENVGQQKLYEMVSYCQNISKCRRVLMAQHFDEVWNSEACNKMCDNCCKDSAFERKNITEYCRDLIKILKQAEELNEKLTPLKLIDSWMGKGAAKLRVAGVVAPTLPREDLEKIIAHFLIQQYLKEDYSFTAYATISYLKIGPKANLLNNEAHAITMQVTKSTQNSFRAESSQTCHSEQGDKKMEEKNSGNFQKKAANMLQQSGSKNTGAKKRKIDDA
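RECQ1T1 50 nM; forked duplex (20 bp + 30-nt ss tails) 200 nM, ATP 2 mM final; pH 8.0, 2 mM MgCl2, 2.5 ug/ml poly(dI-dC); 15 min compound preincubation; discontinuous kinetic read over 2 h at RT.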
TRb-SRC2 inh = qHTS for Inhibitors of the Interaction of Thyroid Hormone Receptor and Steroid Receptor Coregulator 2. Potency, µM (highest dose often 106 µM), for the others: at the highest dose activity change, negative = inhibition, hits mostly inhibitors. TRbeta-SRC2 peptide binding, fluorescence polarization; receptor liganded with 1 µM T3. Thyroid hormone receptor beta (Homo sapiens), P10828. 280,000 compounds, 0.065% hits;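 further: plate controls were bound peptide for no effect and peptide without receptor for full effect; nearly all actives have a fitted effect of over 50% in size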
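Each compound concentration gave % activity, normalized to unbound and bound Texas Red SRC2 controls, from polarization read after 5 hr ambient incubation with T3-loaded human TRb LBD.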
L3MBTL1 block = qHTS Assay for the Inhibitors of L3MBTL1. Lethal(3)malignant brain tumor-like protein 1 (Homo sapiens), Q9Y468. AlphaScreen L3MBTL1–H3K9me1 peptide binding. Potency, µM (series often up to 57.1 µM), without a hit: at the highest dose activity, negative = inhibition, actives largely listed as inhibitors. 230,000 compounds, 0.66% hits. AID 485360, 2010; further: nearly all actives have a fitted effect of over 60% in size
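Read-out is AlphaScreen signal from streptavidin donor and nickel chelate acceptor beads (10 ug/mL final each) bridging L3MBTL1 (50 nM) and biotinylated K9-monomethylated H3(1-15) peptide (75 nM), after 30 min compound exposure at room temperature.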
* hit, by the source's call; i = inactive; ? = inconclusive; . = not tested or not shown; & = joins results of further samples; [ ] = remark or other dose. Unless noted, the call rests on the fitted dose curve; in most records, active means well fitted curve in the direction sought with a large enough effect; inconclusive means small, poorly fitted or top-dose-only effect, or another doubt; inactive means no such curve, though single readings can be large; an effect the other way counts as inactive or inconclusive. Unless noted, on the % scale 0 is the no-effect control and ±100 the full control effect; potency means the concentration at half of the fitted maximal effect.

molecule	Tau fibril FP	TR SRC2 fluor cs	KDM4E inh	Tau ThT inhib	GoLoco inh red	RECQ1 inh	TRb-SRC2 inh	L3MBTL1 block
COc1cc(NC(=O)c2ccc3c(SCC(=O)O)c4c(nc3c2)CCCC4)cc(OC)c1OC	3%	-3%	?	-9%	0%	-11%	3%	.
O=C(Nc1ccc2c(c1)OCO2)c1cc(C2CC2)on1	6%	0%	-3%	-9%	-4%	i	-19%	-8%
Cc1cccc(NC(=S)NC(=O)/C=C/c2ccco2)c1	-8%	1%	-5%	?	34%[activator]	-7%	-8%	-27%
Cc1ccc(CNC(=O)CN(C)S(=O)(=O)c2cccs2)cc1	-1%	-1%	13%	0%	5%	i	-1%	.
CCN(CC)S(=O)(=O)c1cc(NC(=O)COC(=O)c2sc3ccccc3c2Cl)ccc1C	?	-1%[53 µM]	-14%	13%	-7%	-14%	-4%[53 µM]	-11%
COc1cccc(N2CCN(C(=S)NCc3ccco3)CC2)c1	6%	-3%	-3%	-27%	4%	-1%	-3%	-7%
COc1ccccc1NC(=O)CN1C(=O)CCS(=O)(=O)c2ccccc21	-2%	-8%	-13%	-11%	-5%	-9%	0%	-1%
Cc1ccc(-c2cc(C(F)F)nc(NCc3cccnc3)n2)cc1	3%	-3%	?	-12%	15%	-11%	-14%	-6%
CCC(=O)c1ccc(OCC(O)Cn2nc(C)c(C(C)=O)c2C)cc1 (centres undefined)	0%	-2%	2%	?	19%	20%	7%	-5%
Nn1c(SC/C=C/c2ccccc2)nnc1-c1cccnc1	-3%	-7%	-8%	-14%	1%	-9%	-5%	.
O=c1cc(CSc2nnc(COc3cccc4ccccc34)o2)c2ccccc2[nH]1	?	-2%	?	.	-1%	-11%	-5%	.
Cc1cccc(-n2cnc(C(=O)O)c2)n1	-6%	1%	?	-5%	-4%	-3%	-4%	.
COc1cccc(NC(=O)C(NC2CCCC2)c2ccccc2)c1 (centres undefined)	0%	0%	2%	-3%	11%	-18%	1%	4%
COc1cccc(S(=O)(=O)N2CCN(C(=O)c3ccco3)CC2)c1	2%	0%	-2%	10%	7%	15%	-6%	-15%
Cc1sc2ncn3c(C)nnc3c2c1C	1%	2%	-4%	-9%	8%	-9%	-16%	-2%
O=C(Nc1nnc(C2CC2)s1)c1ccco1	8%	-1%	-5%	3%	-3%	9%	6%	13%
Cc1cc(Br)ccc1NC(=O)c1ccc(NS(=O)(=O)c2c(C)noc2C)cc1	-4%	0%	.	5%	.	.	-8%	.
Cc1ccc(CONC(=O)c2ccccc2)cc1	-14%	-2%	-3%	2%	0%	i	-3%	.
CCC[C@@H]1C[C@@]1(CCC)C(NS(=O)(=O)c1cccc2cccnc12)c1ccc(Cl)cc1 (some centres undefined)	-9%	4%	-6%	?	-2%	i	5%	.
COc1cc(Cl)c(C)cc1NC(=O)NC1COc2ccccc2C1 (centres undefined)	?	-3%	.	-1%	.	.	6%	.
Cc1noc(C(=O)Nc2ccc3c(c2)OCO3)c1Cl	6%	-6%	-5%	?	6%	4%	-2%	14%
CN(C)C(=S)Nc1ccc2c(c1)OCCO2	-6%	-1%	-24%	-2%	1%	-2%	-12%	0%
COc1ccc(-c2noc(CSc3nc(N)c(-c4ccccc4)c(=O)[nH]3)n2)cc1OC	-1%	-2%	-10%	-11%	8%	-5%	-6%	1%
O=C(Nc1ccccc1O)c1nc(Cl)ccc1Cl	-1%	0%	0%	10%	8%	-10%	-4%	.

Further results.
Structure | Tau fibril FP | TR SRC2 fluor cs | KDM4E inh | Tau ThT inhib | GoLoco inh red | RECQ1 inh | TRb-SRC2 inh | L3MBTL1 block
O=S1(=O)N=C(Nc2ccc(O)c(CN3CCCCC3)c2)c2ccccc21 | 12% | -1% | 3% | 4% | -3% | -17% | -16% | 1%
CC(=O)c1ccc(S(=O)(=O)Nc2ccc(C(=O)NCC(c3ccccc3)N(C)C)cc2)cc1 (centres undefined) | -10% | -3% | 2% | -18% | 6% | -20% | 1% | -29%
CC(C)Oc1ccc(NC(N)=O)cc1 | 4% | -2% | -1% | -5% | -8% | -8% | -1% | 8%
COC(=O)C1=C(C)N(Cc2ccccc2)[C@]23O[C@](C(=O)OC)(C(=O)N2C1c1ccccc1)C(c1ccccc1)C3C(=O)c1ccccc1 (some centres undefined) | -5%&7%[11.6 µM] | 0%&-2%[11.2 µM] | . | -15%&-5%[11.5 µM] | . | 14%[11.5 µM] | -6%&-5%[11.2 µM] | .
CN(C)C(=O)c1cc(-c2ccccc2)no1 | 0% | 0% | -4% | -3% | 7% | 16% | -8% | -5%
CC1(C)NC(=O)N(CC(O)CN2CCCCC2)C1=O (centres undefined) | 2% | -1% | -2% | 11% | 5% | 4% | -3% | -1%
O=C(CSc1nc(-c2ccco2)cc(C(F)(F)F)n1)NCCCn1ccnc1 | ? | 2% | ? | 6% | -3% | i | -15% | -4%
Nc1nc(SCC(=O)N2CCCCC2)[nH]c(=O)c1NC(=O)c1cccs1 | -2% | 2% | 2% | . | 6% | -8% | -1% | .
FC(F)Oc1ccc(NC(=S)NN2CCOCC2)cc1 | 0% | 1% | 16% | 1% | -8% | i | 6% | .
CCCCN1CC(c2nc3ccccc3n2CCCCOc2ccc(C)c(C)c2)CC1=O (centres undefined) | 5% | -1% | . | 0% | . | . | -14% | .
O=C(CCS(=O)(=O)c1nc(-c2cccs2)cc(C(F)(F)F)n1)Nc1ccc(OC(F)(F)F)cc1 | -1% | -2% | . | -17% | . | . | -13% | .
O=c1c2c(-c3ccc(Cl)cc3)ccnc2[nH]n1-c1ccccc1 | 0% | ? | . | ? | . | . | 2% | .
Cc1ccc2c(c1)c1c3n2CCN(C(=O)c2ccc(C(F)(F)F)cc2)C3CCC1 (centres undefined) | 0% | -26% | . | -9% | . | . | -3% | .
CCC[C@@H]1C[C@@]1(CCC)C(NC(=O)c1cccs1)c1ccc(Cl)cc1 (some centres undefined) | -4% | 0% | 7% | -8% | -13% | -6% | 3% | .
Cc1ccc2sc(C)[n+](CCO)c2c1 | -11% | 0% | -8% | ? | 27% | 7% | -4% | .
COc1cccc(N2C(=O)CSC23C(=O)N(CC(=O)Nc2cccc(Cl)c2)c2ccccc23)c1 (centres undefined) | ? | -3% | . | 11% | . | . | -1% | .
O=C(Nc1cc(Cl)cc(Cl)c1)c1ccc2c(c1)N(Cc1cccc(Cl)c1)C(=O)c1ccccc1S2=O (centres undefined) | ? | -2% | . | 14% | . | . | -1% | .
O=C(CSc1nnc(-c2ccccc2Cl)o1)N1CCCc2ccccc21 | 3% | -1% | . | -17% | . | . | 4% | .
O=C(NC(=S)Nc1ccc(S(=O)(=O)Nc2nccs2)cc1)c1ccc(F)cc1 | 8% | -4% | 9% | -8% | -1% | 6% | -2% | -9%
CCOc1ccccc1NC(=O)c1cc(SC)ccc1Cl | -10% | -3% | -10% | ? | 4% | -17% | 7% | .
CCc1cccc(C)c1NC(=O)C1CCCN(S(=O)(=O)c2cccc3nsnc23)C1 (centres undefined) | -6% | -2% | . | -2% | . | . | 0% | .
CCCCc1ccc(NC(=S)NCCN2CCOCC2)cc1 | 1% | -1% | -1% | 1% | 3% | 6% | -8% | -9%
C/C(N)=C(/C#N)C(=O)COC(=O)c1cc(-c2ccc(Br)cc2)nc2ccccc12 | 4% | 22µM*[quencher] | -1% | -7% | -17% | -7% | -11%[53 µM] | 34%[activator]
O=C(NCCN1CCN(c2ccccc2F)CC1)C1CC(=O)N(C2CCCC2)C1 (centres undefined) | -6% | -6% | -1% | -5% | 6% | i | -3% | -3%
O=c1[nH]c2ccccc2c(O)c1-[n+]1ccccc1 | -1% | -1% | -6% | -5% | 0% | 0% | 3% | 1%

These rows are one share of the data; count on the stated rates, not on these rows.
